ALOX12 inh: Primary qHTS assay for inhibitors of human arachidonate 12S-lipoxygenase (ALOX12): Round 2. Polyunsaturated fatty acid lipoxygenase ALOX12 (Homo sapiens), P18054. purified 12hLO, xylenol orange hydroperoxide absorbance. Potency, µM (highest dose often 108 µM), for inactives: top-dose activity change, negative = inhibition, usual class: inhibitors. 1.1% of 580,000 active. AID 1671190, 2021; active means well fitted inhibition curve with a large enough effect; inconclusive means small, poorly fitted or top-dose-only effect, or another doubt; inactive means no such curve, though single readings can be large or run the other way
Target sequence (P18054 whole entry, looked up): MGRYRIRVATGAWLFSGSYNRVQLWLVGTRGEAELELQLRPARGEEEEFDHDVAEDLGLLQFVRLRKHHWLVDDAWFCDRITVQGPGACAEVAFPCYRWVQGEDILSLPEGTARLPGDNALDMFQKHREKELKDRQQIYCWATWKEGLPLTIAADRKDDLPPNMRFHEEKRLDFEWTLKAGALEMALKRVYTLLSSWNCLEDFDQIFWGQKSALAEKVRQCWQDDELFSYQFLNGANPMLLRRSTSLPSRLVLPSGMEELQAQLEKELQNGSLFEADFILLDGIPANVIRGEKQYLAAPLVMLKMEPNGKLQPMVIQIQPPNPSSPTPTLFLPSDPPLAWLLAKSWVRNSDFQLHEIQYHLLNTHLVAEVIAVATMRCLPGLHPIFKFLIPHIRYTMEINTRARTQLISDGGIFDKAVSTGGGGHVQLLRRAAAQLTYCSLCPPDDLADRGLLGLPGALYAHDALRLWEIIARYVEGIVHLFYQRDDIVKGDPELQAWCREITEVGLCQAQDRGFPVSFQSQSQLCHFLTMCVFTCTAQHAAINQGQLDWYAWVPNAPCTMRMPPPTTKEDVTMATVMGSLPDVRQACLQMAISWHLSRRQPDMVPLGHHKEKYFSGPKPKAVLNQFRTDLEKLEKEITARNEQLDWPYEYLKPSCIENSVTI
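Purified human 12hLO at 150 nM in 25 mM Hepes, 0.01% Triton X-100, pH 7.0, preincubated 15 min at room temperature with compound. Reaction started with 40 uM arachidonic acid, 30 min at room temperature. Hydroperoxide measured by Fe-xylenol orange, 573/405 nm absorbance ratio.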
An asterisk follows results filed as active; ? = inconclusive; [ ] = another dose, or the depositor's remark. On the % scale 0 is the no-effect control and ±100 the full control effect; potency means the concentration at half of the fitted maximal effect. These rows are one share of the data; count on the stated rates, not on these rows.

The first 7 compounds as a preview:
SMILES	ALOX12 inh
COC(=O)C1=C(C)N=C2SC=C(CC(=O)Nc3cc(C)cc(C)c3)N2C1c1ccccc1OC (stereo not given)	-1.1%
CCn1c(SCCOC)nnc1C1CC1	-20.2%
COCc1nc(C2CCCN(C(=O)CCc3ccccc3)C2)no1 (stereo not given)	16.5%
CC(C)(C)c1ccc(C(=O)N/N=C/c2cccc3ccccc23)cc1	21.4%
CCN(CC)c1ncccc1CNC(=O)CN1CC(c2ccccc2)CC1=O (stereo not given)	34.4%[activator]
O=C(Cc1cccc(F)c1)N1CCOc2ccc(CN3CCc4ccccc4C3)cc2C1	71.1%[activator]
Cc1csc(NC(=O)[C@@H]2C[C@H](c3ccc(F)cc3)N(Cc3ccccc3Cl)C2)n1	?

The listing (from the top)
SMILES	ALOX12 inh
COC(=O)C1=C(C)N=C2SC=C(CC(=O)Nc3cc(C)cc(C)c3)N2C1c1ccccc1OC (stereo not given)	-1.1%
CCn1c(SCCOC)nnc1C1CC1	-20.2%
COCc1nc(C2CCCN(C(=O)CCc3ccccc3)C2)no1 (stereo not given)	16.5%
CC(C)(C)c1ccc(C(=O)N/N=C/c2cccc3ccccc23)cc1	21.4%
CCN(CC)c1ncccc1CNC(=O)CN1CC(c2ccccc2)CC1=O (stereo not given)	34.4%[activator]
O=C(Cc1cccc(F)c1)N1CCOc2ccc(CN3CCc4ccccc4C3)cc2C1	71.1%[activator]
Cc1csc(NC(=O)[C@@H]2C[C@H](c3ccc(F)cc3)N(Cc3ccccc3Cl)C2)n1	?
Cc1noc(C)c1C(=O)N1CCC[C@@]2(CCN(Cc3ccccc3)C2)C1	-14.8%[57.4 µM]
Cc1ccc(OCc2nc(C3CCN(C(=O)c4noc(C)c4CN4CCCCC4)CC3)no2)cc1	38.2%[activator]
O=C(NCc1noc(Cc2cccs2)n1)C1NCCc2[nH]cnc21 (stereo not given)	129.2%[activator]

Individual results from the list.
Value for `O=C(Cc1cccc(F)c1)N1CCOc2ccc(CN3CCc4ccccc4C3)cc2C1` under ALOX12 inh: 71.1%[activator]
Value for `COCc1nc(C2CCCN(C(=O)CCc3ccccc3)C2)no1` (stereo not given) under ALOX12 inh: 16.5%

Next section
SMILES	ALOX12 inh
O=C(COc1cc2oc(=O)cc(-c3ccccc3)c2cc1Cl)NCCCO	?
COC(=O)[C@@]12C[C@@H](CC(=O)NCc3cccc(C(F)(F)F)c3)C(=O)N(Cc3ccco3)C1=CCC(C)(C)C2	?
CC(=O)Nc1cc(-c2cc(C(=O)NCc3cccnc3)c3c(c2)N(C)CCO3)ccn1	7.5%[176 µM]
Cc1ccc(-n2nnnc2CNS(=O)(=O)c2ccc(Cl)cc2)cc1C	-41.3%
CCOc1ccccc1C(=O)N1CCC(n2cc(-c3nc(-c4ccccc4)no3)nn2)CC1	-3.2%
COc1ccc(C(=O)NCC2(COc3cnccn3)C[C@@H](O)[C@@H](O)C2)cc1 (stereo not given in full)	53.4%[activator][176 µM]
CCCN(CC1CCOC1)S(=O)(=O)c1cccc(C(F)(F)F)c1 (stereo not given)	3.7%
Cc1ccc(F)c(CN2CCC3(CCNCC3)C2)c1Cl	37.1%[activator]
O=C(CCc1nc2ccccc2s1)NCC1Cn2cccc2CN1Cc1ccccc1 (stereo not given)	231.0%[activator]
O=C1[C@@H]2C[C@@H](CN2C(=O)c2cncnc2)Oc2ccccc2N1Cc1ccccc1	-10.0%[176 µM]
CN(C)S(=O)(=O)N(CC(=O)N1CCN(c2cccc(Cl)c2)CC1)c1ccc(F)cc1	?
Cc1cc(C)cc(-n2ccn3c(SCC(=O)c4ccc(Br)cc4)nnc3c2=O)c1	-5.2%
CCN(CC)c1cc(CCC(=O)NCCc2ccccn2)ccn1	77.8%[activator]
CCc1ccc(/C=C/C(=O)c2ccc(CC(=O)O)cc2)cc1	-12.9%
NCCCOc1ccccc1	-2.0%
CCN(CC)C(=O)[C@@H]1CCC[C@@H](NC(C)=O)CN(C)C(=O)C1	-14.5%[176 µM]
O=C(CCc1ccccc1)Nc1ccc(-c2nnc3n2CCCC3)cc1	40.8%[activator]
Cc1ccc(S(=O)(=O)N2C[C@@H](F)C[C@H]2C(=O)N2CCOCC2)cc1F	37.6%[activator]
Cc1nc(-c2cn(C3CCCN(C(=O)c4sccc4C)C3)nn2)no1 (stereo not given)	32.1%
CN(Cc1ccccc1)C(=O)C[C@@H]1c2nc(NC(=O)CC(C)(C)C)sc2C[C@@H]2[C@](C)(CO)[C@H](O)CC[C@]21C	-18.0%
O=C(NCCc1nccs1)c1cn(CCN2CCNCC2)nn1	-3.6%
CC(OC(=O)c1cnc(Cl)c(Cl)c1)C(=O)NC(C)(C#N)C(C)C (stereo not given)	?
COc1ccc(C)cc1NC(=O)C(=O)c1cn(CC(=O)N2CCOCC2)c2ccccc12	52.2%
N#CCCn1c(=O)c(-c2ccccc2)nc2cnc(N3CCOCC3)nc21	0.0%
COc1cc(C#N)cc(Cl)c1OC(C)=O	?
C/C=C/C=C/C(=O)NCc1cccs1	-25.4%
O=C(O)c1ccc2c(c1)c(C(C(=O)O)N1CCCC1)cn2Cc1ccccc1 (stereo not given)	?
c1ccc(-c2nnc(SCC3CCOCO3)n2-c2ccccc2)cc1 (stereo not given)	-2.4%
COC(=O)c1c(NC(=O)CN2CCN(C(=O)C3CCCO3)CC2)sc2c1CCC2 (stereo not given)	22.1%
O=C(NCc1cccc(F)c1)C1CN(Cc2ccccc2)C(=O)N1 (stereo not given)	7.6%[176 µM]
COc1ccccc1NC(=O)C(C)N(c1ccccc1)S(C)(=O)=O (stereo not given)	6.6%
CC1(NC(=O)C2CC2)CN(Cc2nc(-c3ccccc3)cs2)C1	-3.4%[176 µM]
COC(=O)COc1ccc2c(=O)c(-c3ccccc3)c(C)oc2c1	-2.8%
CN1CCN(Cc2ccc(Nc3cnc4ccc(N5CCOCC5)nn34)cc2)CC1	57.9%[activator][176 µM]
O=C(Nc1ccc(Cl)cc1)c1nc2c(o1)CCN(Cc1cccc(F)c1)CC2	?
Cc1ccc2nc(C)c(C(=O)N3CCN(S(=O)(=O)c4ccc(F)cc4)CC3)cc2c1	?
CN(C)[C@@H]1CO[C@H](CNC(=O)Nc2ccccc2)[C@H]1O	-16.4%[176 µM]
COCc1cc(CNC(=O)c2ccc(C3CCNC3)cc2)[nH]n1 (stereo not given)	?
CN1CCN(c2oc(COc3ccc(Cl)cc3Cl)nc2C#N)CC1	-10.9%
O=c1n(-c2ccc(Cl)cc2)nc2n1CCN(Cc1ccsc1)C2	8.3%[6.33 µM]

Three compounds from above, sorted by the number in ALOX12 inh, smallest number first:
SMILES	ALOX12 inh
CN1CCN(c2oc(COc3ccc(Cl)cc3Cl)nc2C#N)CC1	-10.9%
COC(=O)COc1ccc2c(=O)c(-c3ccccc3)c(C)oc2c1	-2.8%
COc1ccccc1NC(=O)C(C)N(c1ccccc1)S(C)(=O)=O (stereo not given)	6.6%

Remaining list, next part
SMILES	ALOX12 inh
Clc1ccccc1CNC[C@H]1Cn2ccnc2CO1	114.8%[activator][176 µM]
CCc1cccc(-n2nnnc2N2CCN(C(=O)Cc3ccc(C)c(F)c3)CC2)c1	8.6%[6.33 µM]
CCCc1ccc(C(=O)/C=C/c2cc(OC)c(OC)c(OC)c2)cc1	-14.8%
CCCCN(C)C(=O)c1c(C)oc2ccn(Cc3ccc(F)cc3)c(=O)c12	12.9%
CC(=O)N1CCCC2(COc3ccccc3S(=O)(=O)N2)C1 (stereo not given)	-1.6%[6.33 µM]
c1cc(OC2CCCCC2)ncc1-c1noc([C@@H]2CCCN2C2CCOCC2)n1	7.0%[176 µM]
CC(C)(C)C(=O)N[C@H]1CO[C@H]2[C@@H]1OC[C@@H]2Nc1nccc(-c2cccc(C#N)c2)n1	27.6%[176 µM]
COCCOc1ncccc1-c1noc([C@@H]2CCCN2CC(C)(C)C)n1	-21.9%[176 µM]
CC(=O)Nc1ccc(CN2CCC3(C2)C(=O)N(C)c2ccccc23)cc1 (stereo not given)	41.1%[activator]
O=C(c1ccccc1-c1ncc[nH]1)N1CCOC(Cc2cccc(F)c2)C1 (stereo not given)	31.5%[activator]
COc1ccc2[nH]c3c(c2c1)CCNC31CCN(C(=O)C(C)C)CC1	40.7%[activator]
Cc1ncccc1Oc1ncnc(N2CCC3(CC(=O)NC3=O)C2)c1C (stereo not given)	74.0%[activator]
CC(C)c1noc(CN(C)C(=O)CC2C(=O)NCCN2Cc2ccoc2)n1 (stereo not given)	?
O=C(O)CSC(SCC(=O)O)c1ccc(Cl)cc1	-53.0%
COC(=O)c1ccccc1NC(=O)c1cccc(N2CCCN(Cc3ccc(Cl)cc3)C2=O)c1	?
COc1ccccc1-n1c(SCC(=O)NC(C)C)nc2ccsc2c1=O	-10.0%
Cn1c(=O)c2c(ncn2CC(COCc2ccc(F)cc2)OCc2ccc(F)cc2)n(C)c1=O (stereo not given)	29.7%
Clc1ccc(CN2CCC3(CC2)CC(Cc2ccccc2)=NO3)cc1	?
COc1cccc(N2CCN(C(=O)c3cn(-c4ccccc4)nc3-c3cccnc3)CC2)c1	?
O=C(CCC1CCN(S(=O)(=O)c2ccccc2)CC1)NC1CCCC1	19.7%

The final 2 entries of the section above open the next one.
SMILES	ALOX12 inh
COc1cccc(N2CCN(C(=O)c3cn(-c4ccccc4)nc3-c3cccnc3)CC2)c1	?
O=C(CCC1CCN(S(=O)(=O)c2ccccc2)CC1)NC1CCCC1	19.7%
O=C(NC[C@H]1O[C@H](Cc2cc(-c3ccccc3)on2)CC[C@@H]1O)N1CCOCC1	53.7%[activator][176 µM]
COc1cccc(CNC(=O)c2c(OC)cc(=O)n3c2CCN(C(=O)c2ccccc2Cl)CC3)c1	11.8%
CCC(O)c1cc2n(n1)CCN(C(=O)CCc1cn3ccccc3n1)C2 (stereo not given)	30.1%
CO[C@H]1C(=O)N(C2CCN(C(=O)CCc3c[nH]c4ccccc34)CC2)[C@H]1c1ccncc1	-8.4%
CC(C)CC(=O)N1CCN(c2ccc(NC(=O)C3(c4ccccc4)CCCC3)cc2)CC1	0.5%
CC1CCCCN1Cc1cc(=O)oc2cc(-c3ccccc3)c(O)cc12 (stereo not given)	?
O=C(c1cccnc1)N1CCC2(CC1)CN(Cc1ccccc1)CC2CO (stereo not given)	71.7%[activator]
CC(C)/C=N/Nc1ccc(S(N)(=O)=O)cc1[N+](=O)[O-]	-32.6%
O=C(NC(c1ccccc1)c1ccccc1)C12CC3CC(CC(O)(C3)C1)C2	12.0%
O=C(NC1CCCCC1)C1CN(C(=O)c2cccc(C(F)(F)F)c2)CC12CCOCC2 (stereo not given)	-4.8%
COc1ccc(C(=O)Nc2cnc3sc4c(n3c2=O)CCC(C(C)(C)C)C4)cc1 (stereo not given)	-6.5%
OCc1ccc(CN2CCC[C@H]2c2nc(-c3ccc(N4CCOCC4)nc3)no2)o1	17.8%[176 µM]
O=C(C1=C(Nc2ccc3c(c2)OCO3)c2ccccc2S1(=O)=O)N1CCOCC1	-8.7%
O=C(CCC1CCN(Cc2cccc3c2OCO3)CC1)NCc1cccc(C(F)(F)F)c1	23.2%
N#Cc1cccc(C(=O)N2CCC3(CC2)NC(=O)N(Cc2ccccc2)C3=O)c1	-7.7%
CC(C)NC(=O)C1C(c2ccc(C(F)(F)F)cc2)=Nc2ccccc2N1C(=O)c1cc2ccccc2[nH]1 (stereo not given)	-3.1%
O=C1CN(Cc2cccc(Cl)c2)CCN1c1ccc(Cl)nn1	?
CN(Cc1ccc2c(c1)OCO2)c1nc(-c2cccnc2)nc2ccccc12	-10.0%
COc1ccc(CC(=O)N2CC[C@H]3CC(=O)N(C4CC4)CC[C@H]3C2)cc1	21.0%[176 µM]
NCc1cccc(-c2ccccc2F)c1	12.7%[12.5 µM]
CCOCCOC1CCN(C(=O)c2ccc3cc[nH]c3c2)CC1	25.7%
COc1ccc([C@H]2C[C@@H](O)[C@@H](O)[C@@H]2NC(=O)c2ccccc2)cc1	3.1%[176 µM]
CN(Cc1ccccn1)C1CCc2ccccc21 (stereo not given)	73.6%[activator][176 µM]
COc1ccc(C(=O)NC[C@@H]2CC[C@H]3C[C@@H]2C3(C)C)cc1	?
O=C1NC2(CCCN(CC3CCCCC3)C2)Oc2ccccc21 (stereo not given)	35.8%[176 µM]
O=C(Cc1c[nH]c2ccccc12)Nc1ccc(Nc2cccnc2)c(-c2cc(F)cc(F)c2)c1	-11.4%
Cc1ccc([S+](=O)([O-])N2CCC(c3nn(C)c(=O)[nH]3)CC2)cc1	31.0%
Cn1c(Cn2ccnc2)nnc1C1CCCN(C(=O)c2ccc(CO)o2)C1 (stereo not given)	30.6%[activator]
CCNC(=S)N/N=C1\CCCCC1C (stereo not given)	?
Cc1ccc(C(=O)N2CCC3(CC2)NC(=O)N(Cc2ccc(F)cc2)C3=O)cc1	14.3%
COc1cccc(-c2nc3c([nH]2)CN(C(C)C(=O)NC2CCCCC2)CC3)c1 (stereo not given)	167.8%[activator]
O=S(=O)(NCc1ccnc(N2CCOCC2)c1)c1ccc(Cl)cc1C(F)(F)F	2.4%
CCCNC(=O)N1CCCCCCNC(=O)[C@@H]2C[C@@H](c3nc(-c4cccnc4)no3)C[C@@H]21	26.2%
O=C(Nc1ccccc1)O[C@@H]1CO[C@H]2[C@@H]1OC[C@@H]2NC(=O)c1ccc2c(c1)OCO2	-49.5%[176 µM]
COc1ccc(-c2ccc3nnc(CNC(=O)c4cccc5[nH]ccc45)n3n2)cc1	28.6%
COc1ccc(C(=O)N2CCC3(CC2)CC(N(Cc2ccccc2)C2CC2)CCO3)cn1 (stereo not given)	6.5%
Cc1cc2oc(C(=O)Nc3ccc(F)cc3)cc(=O)c2cc1C	-17.4%
Cc1ccc(-c2cc3c(ccn3C)c(C(=O)NCCc3cnc[nH]3)n2)cn1	41.4%[activator][176 µM]
c1ccc2cc(CNCCN3CCCC3)ccc2c1	?
CC(C)c1ccc(C(C)NC(=O)Cn2nnn(-c3ccccc3)c2=O)cc1 (stereo not given)	2.5%

Screening data from PubChem.
